High-throughput results as filed in PubChem.
Mito fusion act: inhibitors of mitochondrial division or activators of mitochondrial fusion; 320,000 compounds, 0.23% hits; S. cerevisiae fusion-defective mutant growth rescue, CellTiterGlo 48 h; Potency, µM (highest dose often 46.1 µM), for the others: at the highest dose growth rescue (activation), most hits filed as activators;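 also: potency is read from the fitted curve at half-maximal effect; % of control where 0% means no effect; nearly all actives have a fitted effect of over 45% in size; temperature-sensitive fusion mutants such as fzo1-1 at 37 °C on non-fermentable ethanol glycerol medium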
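Luminescent cell viability in 1536-well qHTS format served as the measure of rescued growth in ts fusion-mutant S. cerevisiae cultured on non-fermentable YPEG for 48 hours at 37C.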
Eya2 phos inh: inhibitors of human Eya2 phosphatase activity; O00167; recombinant Eya2, OMFP fluorescence dephosphorylation (OMFP is methylfluorescein phosphate); Potency, µM (highest dose often 76.9 µM), without a hit: at the top dose activity, negative = inhibition, actives largely listed as inhibitors; 330,000 compounds, 0.006% hits; also: potency is read from the fitted curve at half-maximal effect; % is scaled to controls: 0 for no effect and ±100 for the full control effect
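Eya2 protein (added as 0.2 uM solution) was preincubated with compound for 10 min at ambient temperature in 50 mM HEPES pH 7.5, 50 mM NaCl, 5 uM MgCl2, 0.05% BSA, 1 mM DTT. OMFP (added at 50 uM) then reacted 10 min; fluorescence read at 485/525 nm.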
hERG WT inh: blocks the wildtype human KCNH2 potassium channel; 340,000 compounds, 0.37% hits; AID 720551; activity change, % at 1.84 µM; Q12809; U2OS, BacMam KCNH2, thallium flux FluxOr; hits give low values;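 active = maximum activity change below -70%; inconclusive = maximum activity change between -70% and -50%; inactive = maximum activity change above -50%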; also: % is scaled to controls: 0 for no effect and ±100 for the full control effect
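U2OS cells were transduced with wild-type KCNH2 virus (2.03 x 10^8 / mL) for 4 h at room temperature, then cultured overnight at 37 C. Thallium flux was read with FluxOr dye. Rate constants were normalized to DMSO controls.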
TSHR antagonist: human thyrotropin receptor antagonism. P16473. TSHR-expressing cells, TSH-stimulated cAMP HTRF, 2 h; hits give low values. activity change, negative = inhibition, % at 11.5 µM. 330,000 compounds, 0.2% hits;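 active = activity change below a set negative limit, meaning inhibition stronger than a set level, cut at about -70% in these data; inconclusive = activity change between two set negative limits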; also: % is scaled to controls: 0 for no effect and ±100 for the full control effect
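TSHR-expressing cells, 200/well, pre-treated with compound, then stimulated with EC80 TSH (4nM final) for 2 hours at 37 deg C. cAMP measured by competitive HTRF: anti-cAMP cryptate antibody in lysis buffer plus cAMP-d2, read after 30 minutes at room temperature.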
TRPV1 ag: activates the human vanilloid receptor TRPV1; AID 540275; 320,000 compounds, 0.19% hits; activation, % at 8.33 µM; TRPV1-expressing cells, Fluo-8 calcium influx, agonist mode; in the data active = activation above about 80%; inconclusive = between about 30% and that limit; also: 0% is about no effect
Target sequence (Q8NER1 whole entry, looked up): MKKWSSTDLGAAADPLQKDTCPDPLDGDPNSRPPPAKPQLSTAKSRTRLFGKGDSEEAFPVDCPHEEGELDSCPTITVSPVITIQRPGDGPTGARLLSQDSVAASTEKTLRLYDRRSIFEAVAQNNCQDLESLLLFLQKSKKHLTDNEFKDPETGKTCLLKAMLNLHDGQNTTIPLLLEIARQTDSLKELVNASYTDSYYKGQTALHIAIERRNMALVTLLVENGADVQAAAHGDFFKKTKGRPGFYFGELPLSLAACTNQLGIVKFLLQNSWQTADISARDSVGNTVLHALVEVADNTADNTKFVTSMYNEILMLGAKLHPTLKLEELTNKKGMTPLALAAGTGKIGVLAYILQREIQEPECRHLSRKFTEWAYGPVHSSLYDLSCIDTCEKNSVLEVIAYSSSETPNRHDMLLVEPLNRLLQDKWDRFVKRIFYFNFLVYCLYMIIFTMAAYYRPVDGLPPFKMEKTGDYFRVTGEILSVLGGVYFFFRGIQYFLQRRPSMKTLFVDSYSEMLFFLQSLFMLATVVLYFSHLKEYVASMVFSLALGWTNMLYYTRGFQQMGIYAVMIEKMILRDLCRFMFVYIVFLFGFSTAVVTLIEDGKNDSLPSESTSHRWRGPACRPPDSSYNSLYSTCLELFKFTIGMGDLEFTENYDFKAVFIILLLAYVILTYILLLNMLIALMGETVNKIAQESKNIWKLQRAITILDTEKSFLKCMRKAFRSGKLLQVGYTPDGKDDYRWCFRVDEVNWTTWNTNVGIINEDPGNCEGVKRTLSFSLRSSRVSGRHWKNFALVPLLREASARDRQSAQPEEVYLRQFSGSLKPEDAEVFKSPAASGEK
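Cells expressing TRPV1 were dye-loaded with Fluo-8 and read kinetically: 10 s baseline, 3 min after compound (agonist portion), then 2 min after EC20 capsaicin (allosteric enhancer portion). Calcium-bound dye fluorescence at 480/520 nm.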
USP2a inh: blocks human ubiquitin-specific protease USP2a; USP2 core, Ub-CHOP2 coupled fluorogenic reporter, 485/531; Potency, µM (doses to about 38.3 µM), for inactives: at the highest dose activity change, negative = inhibition, actives largely listed as inhibitors; 330,000 compounds, 0.01% hits;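 also: potency is read from the fitted curve at half-maximal effect; plate controls were DMSO wells for no effect and full inhibition by NEM control for full effect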
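Deubiquitinase activity read as fluorescence (485/531 nm) after Ub-CHOP2 cleavage activates the enterokinase reporter on its substrate; USP2 core 10nM, Ub-CHOP2 and substrate 25nM each, 30min compound preincubation then 60min RT; data normalized to NEM, curves fitted.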
KCNH2 3.1 inh: KCNH2 3.1 (human) potassium channel inhibition; AID 720553; 340,000 compounds, 0.95% hits; activity change, % (tested at about 1.8 µM); U2OS KCNH2 3.1, thallium flux FluxOr; hits give low values;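 active = maximum activity change below -70%; inconclusive = maximum activity change from -70% to -50%; inactive = maximum activity change above -50%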;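 also: thallium influx rate constant from kinetic fluorescence after stimulation buffer; % is scaled to controls: 0 for no effect and ±100 for the full control effect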
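Channel expression came from 3.1 mutant virus (1.77 x 10^8 /mL) applied to suspended U2OS cells for 4 h. Flux was tracked with FluxOr dye plus Red40 quencher, and kinetic rate constants normalized to controls.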
A-T KAP1 phos: potential ataxia-telangiectasia treatments restoring KAP-1 phosphorylation; Potency, µM (top dose mostly 57.5 µM), inactives show at the highest dose activation, hits mostly activators; […] A-T fibroblasts, KAP-1 phosphorylation AlphaLISA; neocarzinostatin DNA damage 30 min before lysis; AID 485349; 320,000 compounds, 0.19% hits; also: potency is read from the fitted curve at half-maximal effect; % of control where 0% means no effect; nearly all actives have a fitted effect of over 45% in size
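ATM-like activity read as KAP-1 phosphorylation via AlphaLISA donor/acceptor antibody pairs after lysis and 6 hr at 25C. Cells were ATM-null patient fibroblasts ([…], hTERT), dosed 60 min, then exposed to the DSB inducer NCS for 30 min.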
ELG1 DNA repair: ELG1-dependent DNA repair inhibition; HEK293T ELG1-luciferase reporter, luminescence, 16 h; DNA damage induced by 5-fluorouridine; Potency, µM (doses to about 46.1 µM), for inactives: at the top dose activity change, negative = inhibition, most hits filed as inhibitors; 330,000 compounds, 2.3% hits; also: potency is read from the fitted curve at half-maximal effect; % is scaled to controls: 0 for no effect and ±100 for the full control effect; nearly all actives have a fitted effect of over 55% in size
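In this reporter screen, reduction of luminescence relative to DMSO vehicle indicated activity. Compounds and 5-fluorouridine were added together to 2,000 cells per well, incubated for 16 hr at 37 °C, then developed with ONE-Glo.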
TCR act: activators of T cell receptors; Potency, µM (top dose mostly 9.22 µM), for inactives: top-dose activation of IL-2 secretion, most hits filed as activators; AID 504894; primary human leukocytes, anti-CD3, IL-2 HTRF, 48 h; 330,000 tested, under 10 active; also: % of control where 0% means no effect
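Readout: HTRF IL-2, Eu-cryptate/d2 antibody pair, 320nm excitation, 665nm emission. Stimulus: a-CD3 beads, no co-stimulation. Cells: primary human leukocytes. Exposure: 48 hr with compound.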
* = called active by the depositor; ? = inconclusive; . = not tested or not shown; & = joins results of further samples; [ ] = another dose, or the depositor's remark. Unless noted, calls follow the shape of the dose curve; as a rule, active = well fitted curve in the direction sought with a large enough effect; inconclusive = small, poorly fitted or top-dose-only effect, or another doubt; inactive = no such curve, though single readings can be large; an effect the other way counts as inactive or inconclusive. The list is partial; rates above refer to the full screens.

SMILES	Mito fusion act	Eya2 phos inh	hERG WT inh	TSHR antagonist	TRPV1 ag	USP2a inh	KCNH2 3.1 inh	A-T KAP1 phos	ELG1 DNA repair	TCR act
CC(OC(=O)c1cc2sccc2n1C)C(=O)NC(C)(C)C (stereo not drawn)	7%	-11%	-11	4	-1	-2%	4	5%	-30%	-7%
O=C(CCOc1ccccc1)Nc1cccc([N+](=O)[O-])c1	0%	2%	-6	22	28	4%	.	-15%	-15%	7%
COC(=O)c1cc(C(=O)OCC(=O)N(C)C2CCS(=O)(=O)C2)cc([N+](=O)[O-])c1 (stereo not drawn)	4%	-4%	3	23	-1	9%	2	-2%	4%	-3%
O=S(=O)(c1cnc[nH]1)N1CCN(c2ccc(Cl)cc2)CC1	-4%	14%	6	17	1	-1%	-22	4%	-13%	3%
COc1cccc(N2C(=O)Nc3ccc(Br)cc3C2(O)C(=O)NCCCOC(C)C)c1 (stereo not drawn)	-2%	-17%	2	-4	-1	6%	-5	6%	-19%	-4%
CCC1C/C(=C/c2cccs2)C(=O)/C(=C/c2cccs2)C1 (stereo not drawn)	16%	-2%	-16	11	1	5%	-3	0%	0%	-23%[46.1 µM]
CSc1ncc(CN2CCC(C(=O)Nc3cccc(-c4cscn4)c3)CC2)cn1	-6%	-3%	6	2	-1	0%	-10	.	23µM*	2%
COc1ccc(-c2nn(-c3ccccc3C)cc2CNC(C)Cn2cncn2)cc1F (stereo not drawn)	-6%	-4%	3	-7	5	0%	-6	-3%	?	2%
CCC(C)[C@H](NC(=O)Nc1ccc(Oc2ccccc2)cc1)C(=O)O (stereo partly drawn)	3%	-12%	.	-10	1	2%	-1	-5%	8%	0%
COc1cc(-c2cc(-c3ccccc3)nc(SCC(=O)Nc3nccs3)c2C#N)cc(OC)c1OC	3%	6%	-13	15	4	0%	-2	-10%	-9%	-18%
COc1ccc(-c2nnc3ccc(SCC(=O)N4CCCCCC4)nn23)cc1OC	3%	12%	6	-19	0	2%	-3	4%	?	-3%
COCCSc1ccccc1C(=O)NCC1CCCO1 (stereo not drawn)	-27%	.	-5	.	-4	.	-4	.	.	-2%
COc1ccc(NC(=O)COc2ccc(N(C)S(=O)(=O)c3ccc(Cl)cc3)cc2)cc1	11%	8%	6	-19	-6	0%	-2	-4%	?	-2%
O=C(COC(=O)CCc1ccc(S(=O)(=O)N2CCOCC2)cc1)NC1CCCCCC1	4%	2%	-2	-3	2	0%	-10	1%	0%	0%[46.1 µM]
O=C(Cc1cccs1)Nc1ccc(S(=O)(=O)Nc2ncccn2)cc1	-1%	8%	6	8	-3	4%	7	-5%	-2%	1%
CC(=O)Nc1ccc(NC(=O)c2c(C)nn(-c3ccccc3)c2Cl)cc1C	0%	-2%	-22	47	0	-1%	9	0%	8%	.
C=CCNCCCCOc1ccccc1	-5%	3%	-1	10	5	0%	-2	2%	-11%	13%[46.1 µM]
COc1ccccc1/C=C/CN1CCCC(CO)(Cc2cccc(Cl)c2)C1 (stereo not drawn)	8%	-8%	0	-3	12	-5%	-42	.	7%	-2%
Cc1cccc(N(Cc2ccccc2)C(=O)c2ccc(C)c(S(=O)(=O)N3CCOCC3)c2)c1	2%	-8%	-2	-10	9	-1%	-4	9%	?	-5%
O=C(O)CSCc1nc2cccnc2n1C1CCCCC1	-20%	0%	-2	-3	-5	5%	1	0%	0%	-12%
Cc1cc(C)n(C(=O)COc2ccc([N+](=O)[O-])cc2)n1	-3%	2%	0	-2	7	1%	-14	11%	7%	-4%[46.1 µM]
O=C(c1cc(F)c(F)c(F)c1F)N1CCN(Cc2ccc3c(c2)OCO3)CC1	7%	6%	0	4	?	3%	3	-2%	0%	11%
COc1ccc(NC(=O)CN(Cc2ccccc2)S(C)(=O)=O)c(OC)c1	4%	11%	-2	-1	1	0%	-1	-4%	-5%	5%
Cc1cc(C(=O)N2CCN(c3ccccc3)CC2)c(C)o1	2%	1%	-9	1	6	1%	31	-7%	2%	13%
C=CCn1c(NCc2ccc3c(c2)OCO3)nc2ccccc21	1%	-6%	-2	12	2	4%	-8	-3%	?	5%
Cc1ccc(NS(=O)(=O)c2c(C)ccc3nsnc23)c([N+](=O)[O-])c1	-1%	-4%	10	-12	-5	-1%	4	3%	-10%	1%
CCN1CCN(Cc2ccc(NC(=O)c3cc(NC(=O)N4CCNC4=O)cc(OC)c3)cc2C(F)(F)F)CC1	8%	5%	-8&10	-4	-7	-17%	-4&15	?	?	7%
CS(=O)(=O)N1CCN(Cc2ccccc2C(F)(F)F)CC1	-2%	4%	-5	-24	1	1%	-5	13%	-2%	-4%
Cc1cc2cc3c(cc2nc1SCC(=O)OC(C)C)OCCO3	-3%	11%	-2	-7	30	3%	-3	-1%	-18%	.
Brc1ccc(-c2cn3ccccc3n2)cc1	3%	-3%	6	-12	?	0%	-11	5%	?	9%
Cc1ccccc1OCCCC(=O)NCc1ccco1	-1%	-1%	22	-8	6	1%	-1	-2%	6%	.
CC(NC(=O)C1CCCN(S(=O)(=O)c2cnc[nH]2)C1)c1ccccc1 (stereo not drawn)	2%	15%	4	2	-1	4%	-2	-2%	0%	0%
CCCCOc1ccccc1C(=O)N(Cc1ccco1)C1CCS(=O)(=O)C1 (stereo not drawn)	9%	7%	4	18	13	0%	-21	-3%	6%	6%
CCOc1ccc(C(C)NC(=O)Cc2ccccc2)cc1OCC (stereo not drawn)	-11%	3%	1	2	6	1%	16	0%	-6%	2%[46.1 µM]
CCc1nc(CNC(=O)C2CCC(=O)N(CCc3ccc(OC)cc3)C2)cs1 (stereo not drawn)	0%	-8%	-5	5	-1	0%	14	6%	-1%	-2%
Cc1nn(CC(=O)N2CCCCC2)c(=O)c2nn(-c3ccccc3)c(C)c12	-4%	1%	-22	11	-4	0%	-1	1%	-1%	-6%
COC(=O)c1cc(NC(=O)c2ccc(-c3ccccc3)cc2)ccc1Cl	-5%	-1%	-5	-18	?	4%	-5	0%	-8%	-1%[46.1 µM]
COc1ccc(CC(C)N2CCN(Cc3ccccc3)CC2)c(OC)c1 (stereo not drawn)	2%	9%	59	3	-1	1%	-47	2%	2%	0%
COc1ccccc1C(=O)NC(=O)Nc1cccc(Cl)c1	14%	-9%	-3	-11	1	4%	-46	3.5µM*	?	-7%
Cc1onc(C(=O)N2CCC(Cc3ccccc3)CC2)c1[N+](=O)[O-]	18%	-14%	-3	-6	22	-1%	8	-3%	-2%	9%
CCOC(=O)c1sc2nc(COC(=O)c3c(F)cccc3F)[nH]c(=O)c2c1C	3%	6%	-4	-4	-2	-2%	-2	10%	18%	5%
COc1ccc(Cl)cc1C(=O)NCCN(C)C	-1%	-2%	1	-2	-1	1%	-1	2%	8%	1%
COc1ccc(C(=O)NCCc2nnc3ccc(SCC(=O)NCCc4ccc(OC)c(OC)c4)nn23)cc1	1%	-4%	-3	7	-4	2%	8	2%	-6%	5%
CN(C)CCCn1c(=O)n(Cc2ccco2)c(=O)c2c3c(sc21)CCCCC3	-13%	-3%	17	-2	.	1%	-7	1%	?	6%
C/C(CC(=O)NCc1ccccc1)=N\NC(N)=S	1%	1%	7	2	5	1%	5	1%	8%	4%
COc1ccc(NC2CCCN(C(=O)COc3ccc(Cl)cc3C)C2)cc1OC (stereo not drawn)	0%	-6%	-3	-4	?	-2%	.	13%	-13%	3%
COC(=O)C1=C(C(=O)OC)[C@@H]2N(C)c3ccccc3[C@@]23C[C@@H](C(=O)OC)N(C(=O)CC(C)C)C3=N1	-11%	-2%	2	-4	29	-4%	11	0%	-28%	8%
COC(=O)CN1C(=O)C2(OCCCO2)c2ccccc21	-2%	-3%	4	-7	0	6%	8	1%	-3%	7%
CC(NC(=O)CSC(=S)N1CCCC1)c1ccc(S(N)(=O)=O)cc1 (stereo not drawn)	-2%	16%	-5	-1	4	1%	4	3%	19%	-6%
COC(=O)c1ccc(-n2c(CCC(=O)O)ccc2-c2ccccc2)cc1	15%	15%	0	-3	9	-2%	-33	-23%	13%	-8%
CC(C)(C)CC(C)(C)NC(=S)Nc1ccc2nc(-c3ccccn3)c(-c3ccccn3)nc2c1	-7%	-6%	4	8	8	-4%	-12	7%	?	2%
